FAK blocker: blocks human focal adhesion kinase activity. Q05397. biochemical FAK kinase activity assay. inhibition, %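 (tested at 7 µM)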. 97,000 compounds, 0.84% hits. AID 727; in the data active = inhibition above about 19%;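 also: 0% = DMSO and 100% = reference compound high control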
ERa coact inh: blocks coactivator binding to human estrogen receptor alpha. P03372. TR-FRET ER-alpha LBD / SRC-1 peptide, estradiol-bound. inhibition, % at 25.6 µM. 86,000 compounds, 1.7% hits; in the data active = inhibition above about 50%;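 also: 0% = receptor plus peptide control and 100% = peptide only without receptor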
CD11b adhes inh: CD11b/CD18-fibrinogen binding inhibition; P05107+P11215; K562 CD11b/CD18 adhesion to fibrinogen, ATPlite luminescence; Mn2+ added to activate the integrin; inhibition, % at 10 µM; 93,000 compounds, 0.54% hits; AID 1497;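 active = primary inhibition of 50% or more at 10 µM, then 40% or more on retest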; also: some results filed as inactive read as strong as hits
PLAP act: activates human placental alkaline phosphatase | P05187 | AID 696 | purified PLAP enzyme, luminescent substrate read-out; stronger effect = higher value | 96,000 compounds, 1.2% hits | activation fold at 20 µM; in the data active = activation fold above about 2
ERb coact inh: blocks coactivator binding to human estrogen receptor beta. TR-FRET ER-beta LBD / SRC1-Cy5 peptide binding; receptor agonist-loaded with 1 µM estradiol. inhibition, % at 25.6 µM. Q92731. 86,000 compounds, 1.3% hits;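 active = compounds whose percent inhibition of the receptor-coactivator binding signal exceeds about 50% in the single-dose screen, limit read from the data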;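 also: 0% = receptor plus peptide wells without compound and 100% = peptide-only wells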
Target sequence (Q92731 whole entry, looked up, the tested form may be a part): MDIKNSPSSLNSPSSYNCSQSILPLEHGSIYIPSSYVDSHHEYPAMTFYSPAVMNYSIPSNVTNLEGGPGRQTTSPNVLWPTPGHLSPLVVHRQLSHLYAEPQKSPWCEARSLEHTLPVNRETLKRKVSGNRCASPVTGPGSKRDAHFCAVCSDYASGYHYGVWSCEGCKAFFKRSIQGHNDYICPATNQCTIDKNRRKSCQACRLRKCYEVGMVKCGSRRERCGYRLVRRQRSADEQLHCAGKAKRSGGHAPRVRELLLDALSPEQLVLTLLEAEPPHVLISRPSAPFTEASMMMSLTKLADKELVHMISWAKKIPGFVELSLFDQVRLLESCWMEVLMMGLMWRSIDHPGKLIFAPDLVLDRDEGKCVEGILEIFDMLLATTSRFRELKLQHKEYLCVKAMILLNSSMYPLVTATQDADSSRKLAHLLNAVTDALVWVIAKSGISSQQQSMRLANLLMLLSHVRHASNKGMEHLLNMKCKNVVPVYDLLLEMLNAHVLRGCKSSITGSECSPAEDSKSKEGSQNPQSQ
CD11b adhes enh: CD11b/CD18-fibrinogen binding enhancement; P05107+P11215; K562 CD11b/CD18 adhesion to fibrinogen, ATPlite luminescence; activation, % at 10 µM; 93,000 compounds, 0.07% hits; AID 1499;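 active = 10 µM primary screen giving 50% or more activity, confirmed by 40% or more on retest at that dose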; also: strong numbers were not always called active; reference of the scale not given here
MT1-MMP txn act: activates MT1-MMP transcription; HT1080 MT1-MMP promoter luciferase reporter, luminescence, overnight; stronger effect = higher value; activation factor at 10 µM; 86,000 compounds, 0.16% hits; AID 750;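 active = activation factor of at least 2 for MT1-MMP transcription at 10 µM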
ERa SRC1 pot: enhances coactivator binding to human estrogen receptor alpha; coactivator binding (% of control), % at 25.6 µM; 86,000 compounds, 1.3% hits; TR-FRET ERalpha-LBD/SRC-Cy5 coactivator binding, 2 h; 100 = basal binding, no effect; in the data active = activity above about 200%;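 also: binding measured in presence of low estradiol as agonist stimulus; 0% = peptide alone without receptor and 100% = receptor with peptide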
E coli WT exp: growth inhibitors of E. coli BW25113 wild type. growth inhibition, % at 100 µM. OD600 absorbance. 98,000 compounds, 0.15% hits;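 active = growth inhibition above about 50% at one test dose, limit read from the data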;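 also: growth measured after 20 h incubation at 37 °C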
Starred values were filed as active, the others as inactive; nt = not tested or not shown; [ ] = remark or other dose. This is a random part of the collection; overall some 5.1% were active at least once.

#1 CCOC(=O)Cn1c(=O)oc2cc(S(=O)(=O)Nc3ccc(N(CC)CC)cc3C)ccc21
#2 Cc1ccc(C(=O)N2CCCC(c3nc4c(nnn4Cc4ccccc4)c(=O)[nH]3)C2)cc1 (stereo unspecified)
#3 N=c1n(CCN2CCOCC2)c2ccccc2n1CC(O)COc1ccccc1 (stereo unspecified)
#4 CCOc1ccccc1N(CC(=O)Nc1cc(OC)ccc1OC)S(C)(=O)=O
#5 COc1cc(C)c(S(=O)(=O)n2nnc3ccccc32)cc1C
#6 Cc1cc(C)nc(SCC(=O)Nc2sc3c(c2C#N)CCC(C)C3)n1 (stereo unspecified)
#7 Cc1c(C(=O)N2CCC(C)CC2)oc2ccc(S(=O)(=O)N3CCC4(CC3)OCCO4)cc12
#8 c1ccc(-c2nc3nonc3c3nc4ccccc4n23)cc1

assay / entry	1	2	3	4	5	6	7	8
FAK blocker	-2	-5	2	-1	-1	1	1	nt
ERa coact inh	-3	nt	6[fluorescence artefact?]	-5	1	5	-1	3
CD11b adhes inh	0	9	-1	-13	4	nt	12	-6
PLAP act	0.9	1.1	0.9	1.5	1	nt	1.8	0.8
ERb coact inh	-3	nt	0[fluorescence artefact?]	-6	-4	20	-8	4
CD11b adhes enh	7	0	-1	3	-5	nt	-1	-4
MT1-MMP txn act	1.1	1	1.1	1.2	1.1	1.4	1.1	1
ERa SRC1 pot	105	nt	111	85	108	104	117	117
E coli WT exp	-10	-3	-1	-6	1	nt	-2	-13

#9 Cc1ccc2c(c1)N(CC(=O)OC(CC(C)C)C(=O)NC1CCCC1)C(=O)CO2 (stereo unspecified)
#10 O=c1oc2ccccc2cc1-c1nc(-c2ccccc2)no1
#11 O=S(=O)(NCCc1ccc2c(c1)OCCO2)c1cccs1
#12 O=C(CN1C(=O)C2C3C=CC(C3)C2C1=O)NCCN1CCCc2ccccc21 (stereo unspecified)
#13 O=C(OCCCN=C1NS(=O)(=O)c2ccccc21)C1CC(=O)N(c2ccc(Cl)cc2)C1 (stereo unspecified)
#14 CC(C)(C)NC(=O)C1CCN(C(=O)c2ccc(Br)cc2)CC1
#15 CC1=CCC2C(=O)N(c3ccc(Br)cc3C)C(=O)C2C1 (stereo unspecified)
#16 CCCS(=O)(=O)N1CCCC(C(=O)NC2CCCC(C)C2C)C1 (stereo unspecified)

assay / entry	9	10	11	12	13	14	15	16
FAK blocker	nt	10	-5	1	0	2	-2	4
ERa coact inh	5[fluorescence artefact?]	nt	7[fluorescence artefact?]	nt	28	-1	1	-7
CD11b adhes inh	11	15	4	28	nt	-10	1	3
PLAP act	1.3	1	0.9	0.9	nt	1.1	1.1	1.3
ERb coact inh	0[fluorescence artefact?]	nt	5[fluorescence artefact?]	nt	2	-3	-7	-5
CD11b adhes enh	2	-7	1	4	nt	0	-4	3
MT1-MMP txn act	1	nt	1.1	1.2	1	1.1	1.1	1.2
ERa SRC1 pot	90	nt	95	nt	98	119	110	122
E coli WT exp	-16	-11	5	-20	nt	1	3	10

#17 c1ccc2ncc(-n3cnnn3)cc2c1
#18 Cc1cccc(N(C)S(=O)(=O)c2cccc3nsnc23)c1
#19 Cc1ccc(NC(=O)CCn2cnc3cc(C)c(C)cc32)cc1
#20 CC(C)c1nc(NCc2ccccc2)c(C#N)c2c1CCCC2
#21 COCCNC(=O)NC(=O)COC(=O)C12CC3CC(CC(NC(C)=O)(C3)C1)C2
#22 CN1CCN(C2=Cc3ccccc3Sc3cc(F)c(F)cc32)CC1
#23 Nn1c(SCC(=O)Nc2ccccc2F)nnc1-c1cccnc1
#24 CCOc1ccc(C(C)C)cc1S(=O)(=O)n1nc(C)cc1C

assay / entry	17	18	19	20	21	22	23	24
FAK blocker	0	nt	3	5	-2	3	2	2
ERa coact inh	-2	8	16	nt	0	-1	4	-10
CD11b adhes inh	1	-18	nt	-16	-1	nt	-9	5
PLAP act	0.8	0.7	nt	1	1.3	nt	0.9	1.3
ERb coact inh	0	6[fluorescence artefact?]	35	nt	1	5	8	-4
CD11b adhes enh	0	4	nt	-4	-6	nt	-4	4
MT1-MMP txn act	1.2	1	1.3	nt	1.1	1.2	1.5	1
ERa SRC1 pot	100	122	98	nt	112	51	126[fluorescence artefact?]	123
E coli WT exp	6	4	nt	-3	0	nt	0	5

2 entries from above, with two lines to a compound.
Second line of a record: FAK blocker	ERa coact inh	CD11b adhes inh	PLAP act	ERb coact inh	CD11b adhes enh	MT1-MMP txn act	ERa SRC1 pot	E coli WT exp
20	CC(C)c1nc(NCc2ccccc2)c(C#N)c2c1CCCC2
 : 5	nt	-16	1	nt	-4	nt	nt	-3
21	COCCNC(=O)NC(=O)COC(=O)C12CC3CC(CC(NC(C)=O)(C3)C1)C2
 : -2	0	-1	1.3	1	-6	1.1	112	0

Further entries:
#25 COCCOC(=O)C(C#N)c1nc2ccccc2nc1N1CCN(Cc2ccccc2)CC1 (stereo unspecified)
#26 CN(Cc1ccccc1)Cc1nc2c(c(=O)n(C)c(=O)n2C)n1Cc1ccc(Cl)cc1
#27 CCC(C)(C)NC(=O)C(c1cccc(OC)c1)N(C(=O)c1ccn[nH]1)c1cccc(OC)c1 (stereo unspecified)
#28 CN(C)S(=O)(=O)c1ccc(C(=O)Nc2nc(-c3cccs3)cs2)cc1
#29 CC(=O)N1CCCc2cc(S(=O)(=O)NC(C(=O)NCc3ccc(C)cc3)C(C)C)ccc21 (stereo unspecified)
#30 Cc1ccc(NC2=C/C(=N\S(=O)(=O)c3cccs3)c3ccccc3C2=O)c(C)c1
#31 CCc1ccc(-c2nc(CN3CCC(C(=O)NCc4ccc(F)cc4)CC3)c(C)o2)cc1
#32 Cc1ccc(-c2nnc(SCC#N)n2N)cc1

assay / entry	25	26	27	28	29	30	31	32
FAK blocker	nt	7	3	-7	1	41*	1	-7
ERa coact inh	-7	0	6[fluorescence artefact?]	-2	3	-8	0	nt
CD11b adhes inh	0	nt	6	-10	-12	nt	10	-3
PLAP act	1.6	1.5	2.9*	0.9	1	nt	1.8	0.8
ERb coact inh	-10[fluorescence artefact?]	0	2[fluorescence artefact?]	11	-3	3	0	nt
CD11b adhes enh	1	nt	0	5	-4	nt	-4	-3
MT1-MMP txn act	1	1.2	1.2	1.1	1.2	0.9	1.3	0.9
ERa SRC1 pot	114	100	114	177	109[fluorescence artefact?]	117	118	nt
E coli WT exp	-3	1	10	-8	8	nt	-4	8

Three entries picked at random from those above:
#25 COCCOC(=O)C(C#N)c1nc2ccccc2nc1N1CCN(Cc2ccccc2)CC1 (stereo unspecified)
#27 CCC(C)(C)NC(=O)C(c1cccc(OC)c1)N(C(=O)c1ccn[nH]1)c1cccc(OC)c1 (stereo unspecified)
#29 CC(=O)N1CCCc2cc(S(=O)(=O)NC(C(=O)NCc3ccc(C)cc3)C(C)C)ccc21 (stereo unspecified)

assay / entry	25	27	29
FAK blocker	nt	3	1
ERa coact inh	-7	6[fluorescence artefact?]	3
CD11b adhes inh	0	6	-12
PLAP act	1.6	2.9*	1
ERb coact inh	-10[fluorescence artefact?]	2[fluorescence artefact?]	-3
CD11b adhes enh	1	0	-4
MT1-MMP txn act	1	1.2	1.2
ERa SRC1 pot	114	114	109[fluorescence artefact?]
E coli WT exp	-3	10	8

Further structures
#33 N#Cc1c(-c2cccnc2)c2c([nH]c1=S)CCCC2
#34 CCCn1c(=O)c2ccccc2n2c(SCC(=O)NCc3cccs3)nnc12
#35 CCOc1ccc(C(=O)Nc2nnn(CC)n2)cc1
#36 CCOc1ccccc1Nc1nc(N)nc(CSc2nncn2C)n1
#37 N#CC1=C(N)OC2=C(C(=O)CC(c3ccco3)C2)C1c1ccc(OCc2c(F)cccc2Cl)cc1 (stereo unspecified)
#38 Cn1c(CO)cnc1SCc1c(Cl)cccc1Cl
#39 Cc1cnc(NC(=O)CSc2nnc(-c3ccncc3)n2C2CCCCC2)s1
#40 Cc1ccc(-c2csc(NC(=O)CSc3ncn(-c4ccccc4)n3)n2)cc1

assay / entry	33	34	35	36	37	38	39	40
FAK blocker	-2	-2	-2	8	6	0	8	-1
ERa coact inh	nt	10	1	3	8	nt	-2	9
CD11b adhes inh	6	-8	12	-28	4	-8	29	-5
PLAP act	1	0.7	1	0.9	1.1	0.9	1.3	0.7
ERb coact inh	nt	-13	4[fluorescence artefact?]	-5	17	nt	-2	5
CD11b adhes enh	-4	2	-3	1	1	0	3	21
MT1-MMP txn act	1.2	1.2	1.6	1.2	1.2	nt	1.2	1
ERa SRC1 pot	nt	112	90	123	84	nt	98	106
E coli WT exp	3	-12	3	-1	-14	3	-3	-20

#41 COC(=O)c1cc(CSc2nnc(NC3CCCCC3)s2)oc1C
#42 c1ccn2c(Cc3nnc4ccccn34)nnc2c1
#43 O=C(CN1CCN(c2ccccn2)CC1)N1c2ccccc2CCc2ccccc21
#44 CC(C)(C)NC(=O)C1Cc2ccccc2CN1C(=O)Nc1cccc(Cl)c1 (stereo unspecified)
#45 CN(CC(=O)Nc1ccc(F)c(F)c1F)C1CCCCC1
#46 O=c1[nH]c(Cc2ccccc2)nc2scc(-c3ccccc3)c12
#47 Cc1ccc(CC2CC(=O)N(c3ccc4c(c3)OCCO4)C2=O)cc1 (stereo unspecified)
#48 Cc1ccc(Cn2c(CN3CC(C)OC(C)C3)nc3c2c(=O)n(C)c(=O)n3C)cc1 (stereo unspecified)

assay / entry	41	42	43	44	45	46	47	48
FAK blocker	3	2	0	6	0	3	2	-1
ERa coact inh	4	nt	-2	nt	nt	nt	-2	3[fluorescence artefact?]
CD11b adhes inh	11	-10	nt	15	-2	-9	2	-3
PLAP act	1.2	1	nt	1.1	0.8	0.8	1.2	1.5
ERb coact inh	-2[fluorescence artefact?]	nt	-1	nt	nt	nt	-14	-6[fluorescence artefact?]
CD11b adhes enh	-1	-1	nt	0	-2	-3	0	3
MT1-MMP txn act	1.1	0.9	1.1	nt	nt	nt	1.1	1.1
ERa SRC1 pot	90	nt	115	nt	nt	nt	93	98[fluorescence artefact?]
E coli WT exp	3	3	3	-3	14	-7	-6	3

#49 COc1ccccc1/C=C/C1=NC(=C\N(C)C)/C(=O)O1
#50 O=C(Nc1ccc(F)cc1F)c1noc2c1CCC2
#51 Cc1cc(C)nc(NS(=O)(=O)c2ccc(Br)cc2)n1
#52 Fc1cccc(C2NC(=S)NC3=C2N2CCC3CC2)c1 (stereo unspecified)
#53 COc1cccc(C(=O)Nc2cccc(-c3nc4ncccc4o3)c2C)c1
#54 CN1C(=S)SC(N(O)C(=O)NC2CCCCC2)C1(C)C (stereo unspecified)

assay / entry	49	50	51	52	53	54
FAK blocker	-1	nt	2	-1	1	1
ERa coact inh	-10[fluorescence artefact?]	86*[fluorescence artefact?]	39	4	-1	-27
CD11b adhes inh	1	-13	9	-12	-10	8
PLAP act	1.1	0.8	1.3	1	0.8	1
ERb coact inh	1[fluorescence artefact?]	91*[fluorescence artefact?]	16[fluorescence artefact?]	-2[fluorescence artefact?]	0	14
CD11b adhes enh	-3	8	-1	0	1	-1
MT1-MMP txn act	1.4	1.4	1.1	1.1	1.1	1.1
ERa SRC1 pot	99	38[fluorescence artefact?]	98[fluorescence artefact?]	123[fluorescence artefact?]	110	117
E coli WT exp	0	6	10	0	-6	1
